Compound activity as filed in PubChem.
Shiga toxin inh = A qHTS for Small Molecule Inhibitors of Shiga Toxin. Vero cells, Shiga toxin protein synthesis inhibition reporter. inhibition, % at 38.7 µM. 290,000 tested, 9.2% active; in the data active = inhibition mostly above about 28%, no sharp cut-off; inactive = mostly below about 43%; note: 0% is about no effect
AmpC detergent = qHTS Inhibitors of AmpC Beta-Lactamase (assay with detergent). P00811. AmpC hydrolysis of nitrocefin, absorbance 480 nm, 0.01% Triton. Potency, µM (top dose mostly 114 µM), for the others: at the top dose activity change, negative = inhibition, usual class: inhibitors. 370,000 tested, 0.041% active. AID 485294, 2010;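 note: potency is the fitted concentration of half-maximal effect; 0% = no-compound wells and -100% = no-enzyme wells; nearly all actives have a fitted effect of over 25% in size; some results filed as inactive show a strong effect at the top dose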
Target sequence (P00811 whole entry, looked up): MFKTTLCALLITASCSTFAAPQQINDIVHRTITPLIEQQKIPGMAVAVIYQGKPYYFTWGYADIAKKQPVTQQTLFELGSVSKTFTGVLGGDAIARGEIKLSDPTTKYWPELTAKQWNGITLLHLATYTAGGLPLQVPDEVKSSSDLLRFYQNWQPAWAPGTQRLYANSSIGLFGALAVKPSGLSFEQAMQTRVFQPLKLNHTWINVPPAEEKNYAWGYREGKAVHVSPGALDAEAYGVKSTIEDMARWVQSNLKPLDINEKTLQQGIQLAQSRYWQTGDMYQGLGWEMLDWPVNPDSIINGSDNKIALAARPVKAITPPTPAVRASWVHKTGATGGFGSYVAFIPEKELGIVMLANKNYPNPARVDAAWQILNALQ
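AmpC (5.3 nM in the dispensed reagent) in 20 mM phosphate pH 7.0 with 0.01% (detergent screen) or 0.0001% Triton X-100 was preincubated with compounds for 15 min at room temperature. Nitrocefin was then added from an 800 uM solution, and hydrolysis was followed at 480 nm.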
HCMV inh = qHTS Assay for inhibitors of the human cytomegalovirus (HCMV); HFF cells, HCMV-luciferase reporter, 72 h; active compounds read low; activity change, negative = inhibition, % at 57.5 µM; 410,000 tested, 4.5% active; AID 1259415, 2018; in the data active = activity change below about -60%; inconclusive = no clear call, values can overlap the other calls; inactive = above about -39%; note: % is set by controls: 0 for no effect and ±100 for the full control effect
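After 16 h attachment at 37C, HFF cells received test compound and HCMV-luciferase (1 PFU/cell); reporter luminescence read 72 h later, data normalized against buffer-only and known inhibitor Salinomycin.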
AmpC inh no detg = qHTS Inhibitors of AmpC Beta-Lactamase (assay without detergent) | 330,000 tested, 0.52% active | P00811 | Potency, µM (top dose mostly 57.1 µM), for the others: at the highest dose activity change, negative = inhibition, most hits filed as inhibitors | AID 485341, 2010 | AmpC nitrocefin hydrolysis, absorbance 480 nm, 0.0001% Triton;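 note: potency is the fitted concentration of half-maximal effect; plate controls were no compound for no effect and no enzyme for full effect; nearly all actives have a fitted effect of over 20% in size; some results filed as inactive show a strong effect at the top dose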
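20 mM phosphate pH 7.0 + 0.01% (detergent screen) or 0.0001% Triton X-100; 5.3 nM AmpC reagent; cpd preinc 15 min RT; nitrocefin (800 uM stock) to start; A480 q20 s × 4 min; Activity was normalised to no-enzyme and no-compound control wells.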
Giardia FBPA inh = qHTS Assay for Inhibitors of Fructose-1,6-bisphosphate Aldolase from Giardia Lamblia | purified Giardia FBPA | 290,000 tested, 0.71% active | Potency, µM (doses to about 59.6 µM), without a hit: at the highest dose activity, negative = inhibition, hits mostly inhibitors; note: potency is the fitted concentration of half-maximal effect; % is set by controls: 0 for no effect and ±100 for the full control effect; nearly all actives have a fitted effect of over 55% in size
Target sequence (A8B2U2 whole entry, looked up): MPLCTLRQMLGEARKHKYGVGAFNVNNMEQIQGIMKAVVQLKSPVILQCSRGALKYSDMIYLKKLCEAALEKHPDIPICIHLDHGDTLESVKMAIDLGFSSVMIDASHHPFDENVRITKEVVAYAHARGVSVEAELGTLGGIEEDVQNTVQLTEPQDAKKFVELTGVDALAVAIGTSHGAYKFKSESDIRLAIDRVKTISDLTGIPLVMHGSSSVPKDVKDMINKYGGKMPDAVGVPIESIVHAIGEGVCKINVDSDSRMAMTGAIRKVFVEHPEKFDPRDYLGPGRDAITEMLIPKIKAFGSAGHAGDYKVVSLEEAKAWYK
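40 nM FBPA preincubated 10 min at RT with compound (up to 57.5 uM final), then substrate plus GAPDH/TPI/NAD/arsenate coupling and diaphorase/resazurin added. Fluorescence read after 20 min at RT, 525/598 nm.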
AMA1-RON2 inh = qHTS for Inhibitors of AMA1-RON; Towards Development of Antimalarial Drug Lead: Primary Screen. AID 720542, 2013. Potency, µM (highest dose often 58.2 µM), without a hit: at the top dose activity change, negative = inhibition, usual class: inhibitors. AlphaScreen AMA1-biotinylated RON2 peptide binding. 360,000 tested, 0.2% active. Plasmodium falciparum AMA1 (3D7) - RON2 peptide interaction;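 note: potency is the fitted concentration of half-maximal effect; 0% = vehicle wells and -100% = peptide control; nearly all actives have a fitted effect of over 45% in size; some results filed as inactive show a strong effect at the top dose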
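AMA1 (3D7) with his tag at 25 nM final met compounds first, then biotinylated RON2 peptide at 25 nM; detection used donor plus acceptor beads, 10 µg/mL apiece, read by AlphaScreen after 30 min at room temperature.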
CHX counter = Cycloheximide Counterscreen for Small Molecule Inhibitors of Shiga Toxin; cell reporter, cycloheximide protein synthesis inhibition counterscreen; max response, %; 300,000 tested, 12% active; in the data active = max response mostly above about 13%, no sharp cut-off; inactive = mostly below about 14%; note: read at 38.3 µM for the half of the compounds with a filed dose; 0% is about no effect
Active calls of the source: *; ? = inconclusive; . = no result given; [ ] = dose if it differs, or a comment. Unless noted, calls come from the whole dose curve; as a rule, active = well fitted curve in the direction sought with a large enough effect; inconclusive = small, poorly fitted or top-dose-only effect, or another doubt; inactive = no such curve, though single readings can be large; an effect the other way counts as inactive or inconclusive.

Molecule	Shiga toxin inh	AmpC detergent	HCMV inh	AmpC inh no detg	Giardia FBPA inh	AMA1-RON2 inh	CHX counter
Cc1cc(C(=O)COC(=O)C2=NNC(=O)CC2)c(C)n1-c1ccccc1	37.6*	-2.5%	0.1	2.9%	-8.4%	-14.6%	28.5*
CCC1(c2ccccc2)NC(=O)N(CC(=O)Nc2ccc(N3CCOCC3)cc2)C1=O (stereo not drawn)	.	.	-0.8	-15.8%	.	-14.8%	.
C/C=C(\C)CN1CCN(c2ccccc2F)CC1	-4.9	-11.4%	-13.1	-17.5%	-14.8%	-14.3%	-1.6
CC(CC#CCN1CCOCC1)OCCC#N (stereo not drawn)	-8.1	?	?	-7.6%	6.2%	0.0%	-2.6
CCOC(=O)COc1cc(N2C(=O)CSCC2=O)c(Cl)cc1Cl	-2.6	2.7%	2.6	12.4%	3.0%	4.6%	-0.3
N=C1SCC(=O)N1c1ccc(Cl)cc1	-6.9	-14.1%	12.1	-28.3%	-5.7%	0.1%	-3.9
O=C(Nc1cc(Cl)cc(Cl)c1)c1ccno1	-4.1	1.4%	.	-14.2%	2.0%	3.2%	-2.3
N#Cc1ccc(OC(=O)C2CCN(C3=NS(=O)(=O)c4ccccc43)CC2)cc1	.	?	5.4	-3.0%	.	3.2%	.
O=C(CCCN1C(=O)/C(=C\c2ccco2)SC1=S)Nc1cccc2ccccc12	-4.7	?	-11.8	11.2µM*	?	3.0%	6.4
O=c1[nH]c(O)c(Cc2ccc3c(c2)OCO3)c(=O)[nH]1	-0.8	2.2%	0.0	-3.4%	-1.8%	15.4%	-0.8
Cc1ccn(CC(=O)N2CCCC(N3CCN(Cc4ccc5c(c4)OCO5)CC3)C2)n1 (stereo not drawn)	-2.8	3.3%	-23.6	4.8%	.	11.5%	9.3
O=C(C1CCN(c2ncnc3c2sc2cccc(F)c23)CC1)N1CCCC1	21.2	7.7%	30.9	125.1%[activator]	-20.8%	.	12.8
CCC1(c2ccc(F)cc2)NC(=O)N(CC(=O)NC2CCCC(C)C2C)C1=O (stereo not drawn)	.	.	9.0	1.0%	.	-2.1%	.
CN(Cc1cnn(C)c1)C(=O)c1cc2ccccc2oc1=O	-3.0	?	11.9	-2.5%	2.3%	5.3%	-2.4
CN1CCN(C(=S)NCCc2ccccc2)CC1	44.5	-4.8%	106.4	-3.6%	-15.1%	-9.8%	35.0*
CCOC(=O)[C@H]1O[C@@H]1C(=O)N[C@@H](CC(C)C)C(=O)NCCC(C)C	-11.4	-0.5%	.	-0.3%	6.6%	0.0%	-9.1
CC(C)CN(C(=O)CCC(=O)OCc1ccc(Cl)cc1Cl)c1c(N)n(CC(C)C)c(=O)[nH]c1=O	.	-0.9%	-16.8	0.3%	.	14.8%	.
Cc1ccc(C=C2C(Cl)=C(Cl)C(Cl)=C2Cl)cc1	-3.2	-1.3%	.	15.8µM*	15.8µM*	?	-3.6
CCOc1ccc(N=C/C=C/c2ccccc2)c(O)c1	63.9*	?	-13.6	-23.4%	?	2.6%	21.6*
COc1ccc(C2C(C(=O)NCCN(C)C)c3ccccc3C(=O)N2C)cc1OC (stereo not drawn)	1.3	-1.4%	48.9	-5.5%	-1.0%	-3.3%	12.0
COc1ccc(CNC(=O)C(C)N(C)Cc2cccc(F)c2)cc1 (stereo not drawn)	-4.3	?	-1.4	-3.4%	-6.2%	0.0%	-3.1
CCCCCCCCCCOC(=O)Cn1c(COc2ccc(C)cc2)[n+](C)c2ccccc21	-15.8	-1.4%	-22.1	192.6%[activator]	-18.8%	-0.7%	-4.7
CC(=O)C1=C(O)C(=O)N(c2ccc(S(=O)(=O)Nc3nccs3)cc2)C1c1ccc([N+](=O)[O-])cc1 (stereo not drawn)	17.2	-7.2%	-26.4	-25.6%	12.7%	-5.0%	-3.0
COc1ccc(-c2csc3ncnc(Nc4ccc(O)cc4)c23)cc1	5.9	2.3%	?	-25.3%	-10.7%	-0.5%	-0.5
C#CCOCCOCCOCCNc1nc(N2CCN(C(=O)Cn3cc(CCCN=C(N)N)nn3)CC2)nc(N2CCN(C(=O)[C@H](C)n3cc(CCCN=C(N)N)nn3)CC2)n1	-5.1	?	5.3	0.0%	-16.9%	-2.9%	0.7
Cc1ccc(/C=N/n2c(-c3ccncc3)n[nH]c2=S)o1	-11.9	-2.6%	-11.2	-21.3%	?	27.1%	-2.0
COc1ccc(C(=O)C2CCCN(Cc3cn(C)nc3-c3ccccc3)C2)cc1F (stereo not drawn)	-6.2	1.4%	-8.7	134.7%[activator]	-3.0%	-18.1%	-3.1
CCOC(=O)CNC(=O)Cn1cnc2c(oc3ccccc32)c1=O	15.1	3.6%	23.6	-9.2%	3.4%	-5.6%	34.2*
Cc1cccc(CCNC(=O)C2CCCN(S(=O)(=O)c3cnc[nH]3)C2)c1 (stereo not drawn)	-6.9	-16.3%	?	1.4%	2.5%	-6.1%	-1.5
CC(OC(=O)[C@@H](NC(=O)c1ccco1)C(C)C)C(=O)Nc1ncc(Cl)cc1Cl (stereo partly drawn)	.	.	4.4	-10.0%	.	-1.7%	.
NC1=NC2(CCCCC2)N(c2ccc(F)cc2)C(N)=N1	5.0	-7.0%	6.4	-24.1%	-8.1%	-9.2%	-4.5
CCCn1c(SCC(=O)Nc2sc(C)c(C)c2C#N)nnc1C(C)C	-17.7	0.7%	10.9	101.2%[activator]	-2.1%	-3.6%	8.1
Cc1ccc(OCCC(=O)OCC(=O)NC2CCS(=O)(=O)C2)cc1 (stereo not drawn)	.	-20.8%	1.6	1.9%	.	-0.6%	.
CC(OC(=O)c1cn(C)c2ccccc12)C(=O)N1CCCC1 (stereo not drawn)	.	-0.6%	13.7	4.4%	.	-1.9%	.
Cc1cc(F)c(F)c(C(=O)N2CCN(C)CC2)c1Cl	15.6	2.5%	-13.0	-17.6%	2.1%	?	8.3
C=CCOc1ccc(C2NC(=O)c3ccccc3O2)cc1 (stereo not drawn)	40.5	-10.0%	73.5	-25.1%	4.7%	-11.6%	9.6
C=CCn1c(CNS(=O)(=O)c2ccc(Br)cc2)n[nH]c1=S	-4.4	-9.2%	36.8	-26.7%	.	63.4%[activator]	-1.2
COc1cccc(CNC(=O)Cn2nc([N+](=O)[O-])c(Br)c2C)c1	5.9	?	-11.2	-15.0%	4.4%	4.0%	1.0
CCOC(=O)c1cnc(COc2ccc(OC)cc2)[nH]c1=O	-7.0	4.2%	18.4	-15.6%	4.3%	-7.4%	1.0
C=CCN(c1ccccc1)S(=O)(=O)c1cccc(C(=O)NNC(=O)c2ccncc2)c1	.	-11.9%	-2.3	0.2%	.	68.8%[activator]	.
COc1ccc(-c2nn(CCC#N)cc2C(=O)O)cc1	-4.1	?	-22.2	-14.0%	3.8%	2.0%	0.8
CN1C(=O)NC(c2ccc([N+](=O)[O-])cc2)C2=C1CC(C)(C)CC2=O (stereo not drawn)	-11.8	-7.0%	38.1	-7.1%	3.1%	-14.7%	-7.2
Cc1ccc(C(C(=O)Nc2ccc3c(c2)OCO3)N(C)C(=O)Cc2c[nH]c3ccccc23)cc1 (stereo not drawn)	3.7	-11.9%	-29.8	-58.8%	-6.0%	?	-2.4
CCCc1cc(=O)[nH]c(SCc2nc3ccc([N+](=O)[O-])cc3[nH]2)n1	-10.4	?	-17.8	-56.5%	8.2%	31.6%[activator]	-5.5
COc1ccc(CNC(=O)CCCn2nc(C)c([N+](=O)[O-])c2C)cc1	-9.0	-0.9%	26.0	-11.9%	2.6%	-5.1%	-4.2
CCOc1ccc(C(c2c(O)nc(SC)n(C)c2=O)c2c(O)nc(SC)n(C)c2=O)cc1	3.4	2.6%	-20.8	-28.6%	10.8%	27.5%	-2.2
O=C(c1cccs1)N1CCN(S(=O)(=O)c2ccc(F)cc2)CC1	-1.9	-3.3%	-33.7	-6.9%	6.4%	1.4%	-7.4
CCC(C)C(NC(=O)c1ccccc1NC(=O)c1ccco1)C(=O)NNC(=O)c1ccncc1 (stereo not drawn)	21.8	-3.6%	14.5	34.3%	2.2%	112.9%[activator]	-3.0
Cc1nc(-c2ccc(NC(=O)C3CCCCC3)cc2)cs1	136.8*	-9.5%	36.3	-24.3%	-1.1%	-2.3%	42.9*
CCC(C(=O)O)N1C(=O)c2ccccc2C1=O (stereo not drawn)	-6.5	-4.7%	26.6	-22.2%	-0.2%	-3.2%	10.7
COc1ccccc1NC(=O)c1ccc(S(=O)(=O)NCc2ccco2)cc1	102.9*	-1.7%	11.2	-51.5%	10.4%	8.8%	37.6*
Cc1ccc2nsnc2c1S(=O)(=O)NCc1cccnc1	-2.6	4.7%	-5.6	-6.3%	-4.4%	-1.8%	-1.7
O=C(Nc1cc(SCCO)cc([N+](=O)[O-])c1)c1ccco1	2.0	-11.6%	-21.6	-19.4%	-2.1%	14.2%	-3.9
CC(C)c1ccc(C(=O)NCCCN(C)C)cc1	10.8	-6.4%	-10.6	-8.8%	1.8%	-9.9%	-1.0
